High-throughput results: PubChem BioAssay, several laboratories
NTR1 agonist = agonists of NTR1, primary screen, imaging, U2OS cells, beta-arrestin-GFP, high content (AID 493036) | activation, % at 20 µM | Neurotensin receptor type 1 (Homo sapiens), P30989 | actives 0.17% (n = 330,000) | NTR1-U2OS beta-arrestin-GFP spot imaging, agonist mode;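 active means activation at or above 40% of the spot to cytoplasm intensity ratio, with at least 20 cells analyzed; inconclusive means wells under 20 cells, flagged as cytotoxic or low count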;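 further: 0% = DMSO without peptide and 100% = 100 nM NTR1 peptide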
Target sequence (P30989 whole entry, looked up): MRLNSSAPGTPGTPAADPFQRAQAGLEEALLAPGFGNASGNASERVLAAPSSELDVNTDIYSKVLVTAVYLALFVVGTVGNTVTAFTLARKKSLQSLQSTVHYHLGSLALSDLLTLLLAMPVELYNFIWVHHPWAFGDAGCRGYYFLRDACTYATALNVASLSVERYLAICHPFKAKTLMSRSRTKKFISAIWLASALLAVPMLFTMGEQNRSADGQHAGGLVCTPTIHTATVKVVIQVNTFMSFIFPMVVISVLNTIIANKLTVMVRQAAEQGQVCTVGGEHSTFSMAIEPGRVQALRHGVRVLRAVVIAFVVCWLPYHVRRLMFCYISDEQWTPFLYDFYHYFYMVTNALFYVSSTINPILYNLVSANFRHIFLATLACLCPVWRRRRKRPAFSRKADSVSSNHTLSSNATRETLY
NS5 inhibitors = Dengue-2 NS5 methyltransferase inhibitors, primary screen, biochemical, confirmation dose response (AID 588689) | one-dose inhibition, % at 25 µM; IC50 in µM for titrated hits | Dengue-2 NS5 methyltransferase capping enzyme assay, biochemical; higher % means a stronger effect | actives 0.3% (n = 340,000); in the data active means a potency from the dose series; inconclusive means inhibition above about 29% without an active follow-up result
T cell HTS = modulators of CD8 T cell-vesicle binding, primary screen, mouse 2C CD8+ T cells, flow cytometry | AID 2052, 2009 | calls only at 7 µM | actives 0.068% (n = 330,000) | 2C CD8+ T cell-vesicle binding; stronger effect = lower value;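 active means response, share of CD8 T cells binding vesicles, and their 90th percentile fluorescence all below set limits, cut at about 80% in these data, passing the limit was not always enough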
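Assay system – 2C mouse CD8+ T cells · Also added – QL9-loaded Drosophila micro-vesicles · Timing – Cell–vesicle co-incubation 1.5 h at 37 °C, staining 20 min on ice · Signal – flow cytometry of vesicle-bound cells · Measure – percent CD8+ FL2 mean versus row control · Controls – Peptide-free naked vesicles (low) and QL9 vesicles with 0.7% DMSO vehicle (high)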
Rac1 GTP hydrolysis = MgcRacGAP GTPase-activating activity inhibitors, confirmation, biochemical, ADP Hunter fluorescence. actives 0.6% (n = 340,000). AID 624330, 2012. Rac GTPase-activating protein 1 (Homo sapiens). one-dose inhibition, % at 30 µM; IC50 in µM for titrated hits. MgcRacGAP-stimulated Rac1 GTP hydrolysis, ADP Hunter fluorescence; higher % means a stronger effect; GST-tagged Rac1 F28L mutant substrate;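 active means first-screen hits whose inhibition reached a set limit at any dose in the follow-up dose series; inconclusive means inhibition above the set first-screen limit but never retested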;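 further: fluorescence reports GDP produced by GAP-driven GTP hydrolysis; strong numbers were not always called active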
SV40 large T antigen = SV40 large T antigen inhibitors, biochemical (AID 1903); actives 0.39% (n = 310,000); SV40 large T antigen ATPase/helicase inhibition assay; higher % means a stronger effect; one-dose inhibition, % at 20 µM; IC50 in µM for titrated hits; in the data active means a potency from the dose series; inconclusive means inhibition mostly from about 32% at the one dose, without a potency; inactive means the rest, 99 in 100 with inhibition below about 32%; further: strong numbers were not always called active
Salmonella PhoP GFP = inhibitors of PhoP regulon expression, primary screen, Salmonella Typhimurium, GFP reporter (AID 1863); S. Typhimurium PhoP-regulated promoter GFP reporter, 4 h; higher % means a stronger effect; one-dose inhibition, % at 50 µM; IC50 in µM for titrated hits; actives 0.16% (n = 300,000);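 active means inhibition over 29.93%, a cutoff 3 SD above the screen mean, later confirmed by dose response; inconclusive means inhibition over 29.93% but no dose response follow-up; inactive means inhibition at most 29.93% or unconfirmed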;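 further: 0% = low Mg2+ inducing control and 100% = high Mg2+ repressing control; strong numbers were not always called active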
West Nile virus CPE = West Nile virus antiviral activity, cell-based, CPE readout (AID 1621); West Nile virus-infected cells, CPE inhibition; higher % means a stronger effect; CPE inhibition, % at 10 µM, or IC50 in µM where a hit was titrated; actives 0.02% (n = 290,000); in the data active means a potency from the dose series; inconclusive means CPE inhibition mostly from about 3.7% at the one dose, without a potency; inactive means the rest, 99 in 100 with CPE inhibition below about 2.2%; further: strong numbers were not always called active
RSV antiviral HEp-2 = RSV antiviral activity via CPE protection, HEp-2 cells, primary 10 µM value included (AID 2391); CPE inhibition, % at 10 µM, or IC50 in µM where a hit was titrated; HEp-2 cells, RSV-induced CPE inhibition; higher % means a stronger effect; actives 0.13% (n = 310,000); in the data active means a potency from the dose series; inconclusive means CPE inhibition mostly from about 23% at the one dose, without a potency; inactive means the rest, 99 in 100 with CPE inhibition below about 21%; further: strong numbers were not always called active
K1F lysis inhibition = inhibition of K1F phage lysis, E. coli UTI89, bacterial capsule biogenesis inhibitors, alamar blue (AID 488966). actives 0.02% (n = 340,000). inhibition, % at 100 µM, or IC50 in µM where a hit was titrated. E. coli UTI89 K1F phage lysis, alamar blue, 2 h; higher % means a stronger effect;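 active means phage lysis inhibition, versus mean bacterial control, above a set limit; inconclusive means no clear call, values can overlap the other calls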;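 further: capsule biogenesis inhibitors block K1F phage lysis so surviving cells raise fluorescence; higher fluorescence means more inhibition of phage lysis; actives were called in the ten point dose series up to 300 µM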
T cell HTS vesicle-bound % = recorded beside T cell HTS, whose call it bears; double positive events, %; measured here: CD8+ vesicle-bound cell fraction;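 binding gate set so that unloaded-vesicle control wells show 10% double positive cells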
NTR1 agonist cell count 20 µM = also measured in NTR1 agonist; calls as there; cell count; measured here: cell count, cytotoxicity flag
Numbers without * were called inactive; i = inactive; u = inconclusive; x = not tested or not shown; [ ] = another dose, or the depositor's remark.

Sequence of screens – NS5 inhibitors	Rac1 GTP hydrolysis	T cell HTS	RSV antiviral HEp-2	West Nile virus CPE	NTR1 agonist cell count 20 µM	K1F lysis inhibition	T cell HTS vesicle-bound %	Salmonella PhoP GFP	SV40 large T antigen	NTR1 agonist
- Cc1ccc(N(CC(=O)NCC2CCCO2)C(=O)CNS(=O)(=O)c2ccc(Cl)cc2)cc1 (centres undefined)
→ -10%	7%	i	1.1%	-0.4%	56	0.4%	56	-4%	2%	0.7
- Cc1n(Cc2ccccc2)c2cc([N+](=O)[O-])ccc2[n+]1Cc1ccccc1
→ -2%	5%	i	1.5%	0.2%	62	-0.1%	26	-15%	7%	0.8
- Cc1ccc(OCC(=O)N2CCCC(CCC(=O)N(C)CCc3ccccn3)C2)cc1 (centres undefined)
→ 3%	5%	i	5.1%	-0.8%	65	0.3%	53	16%	7%	1.6
- CC(Sc1cccc[n+]1[O-])C(=O)Nc1ccc([N+](=O)[O-])cc1Cl (centres undefined)
→ 1%	-1%	i	-0.3%	-0.6%	60	0.0%	35	3%	5%	0.1
- COc1cc(OC)c(NC(=O)CCNS(=O)(=O)c2cc(Br)cnc2N)cc1Cl
→ -4%	-1%	i	2.6%	-0.3%	47	-0.1%	58	2%	4%	-0.5
- O=C1N=C(N2CCN(c3ccccc3)CC2)S/C1=C/c1cccs1
→ -5%	11%	i	6.0%	-0.8%	81	0.3%	57	-6%	19%	1.4
- O=C(NCCOc1ccccc1)C(c1ccccc1)c1ccccc1
→ -10%	14%	i	1.3%	x	84	1.8%	36	7%	4%	-5.8
- CC(Oc1cc(Cl)ccc1Cl)C(=O)N/N=C\c1ccnn1C (centres undefined)
→ -7%	3%	i	0.8%	-0.2%	43	1.4%	42	5%	4%	2.5
- O=C(Nc1ccc2c(c1)OCO2)c1ccc(=O)[nH]n1
→ 5%	8%	i	u	0.3%	50	0.3%	51	6%	8%	2.6
- COc1ccc(CCNC(=O)C2CCN(C(=O)c3ccc(C(C)(C)C)cc3)CC2)cc1OC
→ -8%	2%	i	5.9%	-0.4%	51	-0.2%	29	-2%	10%	1.5
- O=C(CN(Cc1ccco1)C(=O)c1nsc(Cl)c1Cl)NC1CCCCC1
→ -15%	6%	i	-2.1%	-1.1%	45	0.4%	23	8%	1%	0.7
- CC(C)COC(=O)C1C(=O)CC(C)(O)C(C(=O)OCC(C)C)C1c1cccnc1 (centres undefined)
→ -5%	-1%	i	-0.4%	-1.1%	65	-0.2%	30	0%	1%	-0.9
- CCc1nc(N)c(C#N)c(-c2cccc3ccccc23)c1C
→ 1%	-1%	i	-0.3%	x	49	-1.3%	50	0%	6%	3.0
- COCCCn1c(SCC(=O)N2CCOCC2)nnc1-c1ccco1
→ 0%	6%	i	3.7%	-0.4%	44	0.7%	44	0%	7%	-0.2
- COc1ccc(C(=O)Nc2ccc3[nH]ccc3c2)cc1OC
→ 6%	10%	i	4.7%	x	44	1.1%	44	x	6%	0.5
- CCOc1cccc(SCc2noc(C(=O)NC(C)C)c2C(=O)O)c1
→ x	x	i	-0.3%	0.0%	85	x	14	-3%	6%	1.7
- C=CCOc1cccc(C2C(C(=O)c3cc4ccccc4o3)=C(O)C(=O)N2c2cc(C)on2)c1 (centres undefined)
→ 49µM*	-13%	i	9.9%	-0.5%	59	0.3%	23	-1%	8%	1.1
- CCCN(CCC)Cc1c(C(=O)N/N=C/CCc2ccccc2)nnn1-c1nonc1N
→ -2%	11%	i	2.3%	-0.5%	39	0.3%	25	8%	3%	2.1
- COc1ccc(NS(=O)(=O)c2ccc(C)c(C(=O)NNC(=O)c3csc(N4CCOCC4)n3)c2)cc1
→ 1%	-1%	i	-1.4%	x	77	0.9%[50 µM]	31	-8%	14%	0.9
- Cc1occc1C(=O)Nc1ccc2c(c1)OCCO2
→ -4%	5%	i	-0.4%	-0.2%	72	1.9%	23	1%	9%	-0.6

Part of the list above, showing only NTR1 agonist cell count 20 µM, NS5 inhibitors and West Nile virus CPE:
Structure | NTR1 agonist cell count 20 µM | NS5 inhibitors | West Nile virus CPE
COCCCn1c(SCC(=O)N2CCOCC2)nnc1-c1ccco1 | 44 | 0% | -0.4%
C=CCOc1cccc(C2C(C(=O)c3cc4ccccc4o3)=C(O)C(=O)N2c2cc(C)on2)c1 (centres undefined) | 59 | 49µM* | -0.5%

The results go on:
Sequence of screens – NS5 inhibitors	Rac1 GTP hydrolysis	T cell HTS	RSV antiviral HEp-2	West Nile virus CPE	NTR1 agonist cell count 20 µM	K1F lysis inhibition	T cell HTS vesicle-bound %	Salmonella PhoP GFP	SV40 large T antigen	NTR1 agonist
- C/C=C(\C)C(=O)NCCN1C2=NC[C@H](Cc3ccc(O)cc3)N2C[C@H]1Cc1ccc(O)cc1
→ -1%	8%	i	-1.2%	-0.1%	59	0.8%	46	10%	9%	-1.2
- CCOC(=O)c1cc(C(C)(C)C)oc1CN
→ -9%	8%	i	1.9%	0.1%	27	-0.1%	14	4%	-4%	-0.4
- Cc1ccc(NC(=O)NC2CC(=O)N(c3ccc4c(c3)OCCO4)C2)cc1C (centres undefined)
→ -1%	2%	i	1.6%	x	64	0.7%[50 µM]	42	-4%	10%	-0.7
- CN1CCS/C1=C\C=C1/SC(=S)N(CC(=O)O)C1=O
→ 9%	17%	x	x	-0.3%	x	-3.3%	x	-53%	10%	x
- CCC(C)(NC(=O)c1ccccc1)C(=O)O (centres undefined)
→ 1%	-11%	i	1.1%	0.1%	54	0.0%[50 µM]	8	-33%	4%	-1.7
- COc1ccc(OC)c(CN2CCN(C(=O)c3cc4ccccc4cc3O)CC2)c1
→ -8%	10%	i	1.4%	-0.5%	50	-0.1%	12	1%	24%	3.7
- Oc1ccc(/C=N/n2c(COc3ccccc3)n[nH]c2=S)cc1O
→ 17%	u	i	2.9%	0.0%	28	1.8%[50 µM]	0	2%	6.3µM*	-0.7
- CCOC(=O)N1CCN(C(=O)CNC(=O)c2ccccc2F)CC1
→ 5%	1%	i	x	x	46	1.9%	38	x	x	-0.7
- COc1ccc(C2CC(=O)C=C(NNS(=O)(=O)c3ccc(C)cc3)C2)cc1 (centres undefined)
→ 3%	7%	i	0.6%	-0.2%	68	3.3%	41	-3%	34%	-1.3
- CCCCS(=O)(=O)N1CCCC(C(=O)Oc2ccc(Cl)cc2)C1 (centres undefined)
→ x	-3%	i	1.0%	-0.3%	76	-0.4%	44	4%	20%	-0.1
- N/C(=N\NC(=O)c1ccc(F)cc1)c1cc2ccccc2oc1=O
→ 4%	-1%	i	3.9%	-0.1%	49	0.6%	41	0%	21%	1.6
- COc1cc(NC(=O)CSCC(=O)Nc2cccc(C(F)(F)F)c2)c(Cl)cc1Cl
→ 1%	12%	i	3.2%	-0.8%	58	0.1%	38	-5%	-1%	5.4
- Cn1cc2cc([N+](=O)[O-])ccc2n1
→ 2%	3%	i	3.5%	-0.4%	50	0.6%	39	5%	5%	4.4
- COC(=O)C1(Cc2cc(-c3ccc(Cl)cc3)no2)CCN(C(=O)OC(C)(C)C)CC1
→ -8%	6%	i	3.6%	-1.3%	84	0.2%	15	-8%	7%	1.4
- Cc1cc(NC(=O)c2ccc(F)cc2)ccc1NC(=O)c1ccco1
→ -2%	10%	i	1.7%	0.1%	50	0.1%	35	-9%	6%	-1.4
- Cn1c(CNS(=O)(=O)c2ccc(Cl)cc2)n[nH]c1=S
→ -10%	7%	i	0.0%	0.5%	85	-0.3%	24	5%	8%	-1.4
- O=C(Cn1nnc(-c2ccccc2NC(=O)c2ccccc2F)n1)NC1CCCC1
→ 1%	3%	i	-1.3%	-0.6%	59	1.2%	53	13%	-1%	1.3
- Cc1ccc(NCC(=O)Nc2ccc(Br)cc2)cc1F
→ -1%	3%	i	2.6%	-0.6%	53	1.2%	25	-1%	-4%	-2.3
- CCOC(=O)/C=c1\s/c(=C(\C#N)C(=O)NC)n(-c2ccccc2)c1=O
→ -41%	-1%	i	2.4%	0.0%	92	-0.1%	30	-22%	-1%	0.2
- O=C(CN1CCCCC1)NCCNc1ccc(C(F)(F)F)cc1[N+](=O)[O-]
→ -9%	1%	i	0.0%	0.1%	66	2.8%	37	6%	9%	-0.9
- O=C(NCCN1CCCCC1)Nc1ccc(F)c(Cl)c1
→ 5%	5%	i	-1.2%	0.3%	80	6.3%	33	7%	15%	0.2
- COc1c2occc2c(OC)c2c(=O)cc(C(F)(F)C(F)(F)F)oc12
→ -3%	4%	i	1.8%	-0.3%	55	2.5%	26	-9%	11%	1.2
- O=C(O)CCC(=O)N1N=C(c2ccccc2)CC1c1ccc2nccnc2c1 (centres undefined)
→ -11%	6%	i	2.8%	-0.6%	42	5.2%	51	-10%	7%	-3.6
- CCc1nnc(NC(=O)CSc2ccc(-c3ccc(F)cc3)nn2)s1
→ x	x	i	-1.4%	-0.3%	69	x	16	2%	-5%	-0.2
- O=C(CN1C(=O)NC2(CCCCC2)C1=O)N1CCN(c2ncccn2)CC1
→ -7%	3%	i	0.0%	x	48	0.7%[50 µM]	32	x	x	-0.6
- O=C(COC(=O)c1ccc(Br)cc1)NC(=O)NCc1ccccc1
→ -6%	3%	i	2.1%	x	51	0.8%[50 µM]	15	x	x	5.0
- CCN1CCN(C(=O)c2[nH]c3ccc(OC)cc3c2C)CC1
→ -7%	6%	i	0.0%	0.2%	54	0.1%	22	1%	8%	1.1
- CC1CCN(CCOc2cc(Cl)ccc2Cl)CC1
→ -6%	18%	i	-1.3%	-0.7%	77	1.2%	28	-4%	20%	0.5
- COc1ccc2nc(SC(C)C(=O)NC3CCCC3)[nH]c2c1 (centres undefined)
→ -7%	0%	x	x	x	71	0.6%[50 µM]	x	x	x	0.4

An unsorted share of the library; overall some 1.5% were active at least once.
